Source: PubChem BioAssay (Sanford-Burnham Center for Chemical Genomics)
hIAP act: increases human intestinal alkaline phosphatase activity | P09923 | purified human IAP, CDP-Star luminescence, 30 min; hits give high values; 1 = vehicle-only enzyme, 0 = enzyme-free background | activation factor at 10 µM | 0.16% of 330,000 active | AID 2524;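 active means activation factor of the enzyme at least 2-fold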; further: the source names both 10 and 20 µM as test concentration; values of inactives mirror those of a sister screen read the other way
Target sequence (P09923 whole entry, looked up): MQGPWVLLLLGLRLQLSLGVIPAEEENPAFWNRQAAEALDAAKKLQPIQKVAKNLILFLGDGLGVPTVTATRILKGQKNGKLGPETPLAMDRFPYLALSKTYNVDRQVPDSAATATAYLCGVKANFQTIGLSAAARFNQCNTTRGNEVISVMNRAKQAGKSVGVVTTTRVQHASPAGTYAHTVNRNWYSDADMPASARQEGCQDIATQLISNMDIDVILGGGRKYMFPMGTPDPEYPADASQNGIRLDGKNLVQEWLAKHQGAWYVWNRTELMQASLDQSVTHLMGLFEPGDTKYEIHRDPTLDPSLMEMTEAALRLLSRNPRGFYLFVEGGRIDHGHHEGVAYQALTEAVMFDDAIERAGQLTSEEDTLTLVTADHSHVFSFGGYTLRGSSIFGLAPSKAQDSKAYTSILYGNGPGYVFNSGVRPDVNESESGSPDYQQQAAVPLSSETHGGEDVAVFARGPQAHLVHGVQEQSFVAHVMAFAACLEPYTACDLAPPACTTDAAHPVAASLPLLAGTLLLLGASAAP
mIAP block: blocks mouse intestinal alkaline phosphatase; purified mouse IAP, CDP-Star luminescence, 30 min; inhibition, % at 10 µM; 0.2% of 330,000 active; AID 2806;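 active means inhibition of at least 40% at 10 µM in the primary screen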;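 further: plate controls were DMSO with enzyme for no effect and no enzyme wells for full effect; values of inactives mirror those of a sister screen read the other way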
MPTP inh: inhibitors of mitochondrial permeability transition pore; isolated mouse mitochondria, Ca2+ swelling absorbance, 30 min; inhibition, % at 10 µM; 1.4% of 360,000 active; AID 602449;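 active means inhibition of 50% or more, scaled per plate between neutral and stimulator controls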;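 further: 0% = DMSO wells given calcium and 100% = 1 mM EGTA wells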
hIAP inh: human IAP inhibition | P09923 | purified IAP, CDP-Star luminescence, 30 min | inhibition, % at 10 µM | 0.12% of 330,000 active;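 active means inhibition reaching a set limit with compound at 10 µM in the primary screen, cut at about 35% in these data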;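 further: plate controls were DMSO wells with enzyme for no effect and no-enzyme buffer wells for full effect; values of inactives mirror those of a sister screen read the other way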
A3A deaminase: inhibitors of human APOBEC3A DNA deaminase; recombinant A3A, FAM/TAMRA ssDNA deamination fluorescence; inhibition, % at 20 µM; 0.41% of 330,000 active;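 active means at least 40% inhibition at 20 µM here, with at most 30% in a related deaminase screen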;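 further: plate controls were A3A with DMSO for no effect and wells lacking A3A enzyme for full effect; some results filed as inactive read as strong as hits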
Target sequence (P31941 whole entry, looked up): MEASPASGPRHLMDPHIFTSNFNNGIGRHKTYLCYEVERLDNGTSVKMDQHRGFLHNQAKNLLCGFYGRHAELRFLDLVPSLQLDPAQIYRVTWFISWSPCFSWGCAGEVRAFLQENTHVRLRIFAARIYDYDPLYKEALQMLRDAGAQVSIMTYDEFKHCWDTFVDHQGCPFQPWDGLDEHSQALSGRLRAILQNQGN
ATG4B inhibitor: inhibitors of human ATG4B cysteine protease. Q9Y4P1. ATG4B cleavage of LC3-PLA2, NBD-HPC fluorescence, 1 h. inhibition, % at 8.33 µM. 0.51% of 340,000 active; in the data active means inhibition above about 40%
MIN6 prolif: inducers of beta-cell replication in MIN6 cells | MIN6 cells proliferation, ATPlite luminescence, 48 h; cells starved in 0.2% serum; 100% = growth in 10% serum | proliferation, % at 10 µM | 0.29% of 330,000 active;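 active means compounds whose signal lies at least 3.5 SD above the mean of all wells on their plate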;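 further: 0% = DMSO-treated cells in low-serum medium and 100% = 10% serum control; some compounds called inactive have numbers as strong as hits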
mIAP activ: increases mouse intestinal alkaline phosphatase activity; muIAP, CDP-Star luminescence, 30 min; hits give high values; 1 = vehicle-only enzyme signal, 0 = enzyme-free wells; activation factor at 10 µM; 0.24% of 330,000 active; AID 2805;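 active means activation factor of at least 2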; further: the source names both 10 and 20 µM as test concentration; values of inactives mirror those of a sister screen read the other way
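System: mouse IAP enzyme. Reagent: CDP-Star chemiluminescent phosphatase substrate. Benchmarks: DMSO wells, no-enzyme wells. Times: 30 min enzyme-substrate-compound incubation at room temperature. Detection: luminescence from enzymatic CDP-Star hydrolysis. Doses: test compounds delivered from DMSO solution.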
A3G deaminase: blocks human APOBEC3G single-stranded DNA deamination; inhibition, % at 20 µM; AID 493012; recombinant A3G, ssDNA deamination FAM/TAMRA fluorescence; 0.28% of 330,000 active;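 active means inhibition of at least 40% at 20 µM, with no more than 30% in the related APOBEC3A deaminase screen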;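 further: plate controls were DMSO wells with A3G for no effect and wells lacking A3G enzyme for full effect; some compounds called inactive have numbers as strong as hits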
* = called active by the depositor; x = no result given.

SMILES	hIAP act	mIAP block	MPTP inh	hIAP inh	A3A deaminase	ATG4B inhibitor	MIN6 prolif	mIAP activ	A3G deaminase
CCN(CC)CCC(c1cc(OC)c(OC)c(OC)c1)c1c(O)cc(OC)cc1OC (stereo not drawn)	0.95	2	-0.1	5	-3	-8	0	0.98	-7
CCOC(=O)C1=C(C)N=C2SC(C(=O)OC)=CC(=O)N2C1c1cccc(OC)c1 (stereo not drawn)	0.77	16	0.6	23	-2	-8	-7	0.84	-2
Cc1cccc(NC(=O)CSc2ccc(C(N)=O)cc2[N+](=O)[O-])c1C	0.97	-12	1.2	3	44*	-15	0	1.1	23
Cc1ccc2nc(NC(=O)CN(C)S(=O)(=O)c3cccc4nsnc34)sc2c1	0.9	-14	1.6	10	-7	-1	-3	1.1	-4
CCC(=O)c1cc2c(C)cc(=O)oc2c(C)c1O	1	-2	0.0	-1	-2	-2	-4	1	-4
Cc1ccsc1C(=O)N(C)CC(=O)Nc1ccccc1Br	1.1	0	1.2	-5	-1	1	-5	1	-6
O=C(COC(=O)Cc1cccc(C(F)(F)F)c1)Nc1ccc2c(c1)OCCO2	0.95	1	3.4	5	-2	-15	-1	0.99	-5
COc1ccc(C2N(Cc3ccccc3)CCN2Cc2ccccc2)cc1[N+](=O)[O-]	0.99	13	-2.6	1	-1	-9	-2	0.87	-5
COc1ccccc1OCC(=O)NCC1CCCCC1	1	1	3.1	0	1	-8	1	0.99	-9
C[C@H](NC(=O)C1CC(=O)N(c2ccc3c(c2)OCCO3)C1)C(=O)N1CCCCC1 (stereo partly drawn)	0.92	3	0.1	8	-1	3	2	0.97	-6
Cc1ccc(NC(=O)Cc2sc(C)nc2-c2ccc(C)cc2)cc1	0.91	-61	-0.4	9	-1	1	0	1.6	-3
CCN(CC)S(=O)(=O)c1cc(C(=O)Nc2ccc(Cl)cn2)ccc1C	1.1	1	0.4	-6	-3	-3	-3	0.99	-7
CN(C)S(=O)(=O)N1CCN(C(=O)c2ccccc2)CC1	1.2	-9	-0.5	-18	-2	-2	1	1.1	2
CCCCCN(C(=O)CCC(=O)OCc1ccc(C(C)(C)C)cc1)c1c(N)n(CCCC)c(=O)[nH]c1=O	1.2	-36	-1.4	-21	2	2	-7	1.4	-2
O=C(CN1CCC(NC(=O)c2cccc(F)c2)CC1)NCc1cccs1	0.94	4	-0.8	6	2	-2	-2	0.95	-6
CCOC(=O)c1c(NC(=O)C(C)OC(=O)c2ccc(NC(=O)CC#N)cc2)sc2c1CCCC2 (stereo not drawn)	1.2	4	3.1	-22	4	-13	-6	0.96	0
CN(C)c1ccc(P(=O)(OCc2ccccc2)C(O)c2ccccc2F)cc1 (stereo not drawn)	0.77	-3	3.3	23	0	-9	0	1	-2
COC(=O)c1cc(C(=O)Cc2ccccc2)c[nH]1	0.97	-13	x	3	-1	x	-3	1.1	-5
Nc1ncnc2c1ncn2[C@@H]1O[C@H](CN=C2NS(=O)(=O)c3ccccc32)[C@@H](O)[C@H]1O	1.1	7	-0.1	-13	-2	x	-3	0.93	-5
CC(Oc1ccc(F)cc1)C(=O)N1CCN(c2ncccn2)CC1 (stereo not drawn)	1.1	7	0.7	-7	4	-2	-1	0.93	-3
C/C(=N\OCC(=O)OCC(=O)N(Cc1ccccc1)C(C)(C)C)c1ccc2c(c1)OCO2	1.1	0	0.3	-10	1	5	3	0.99	4
CCOC(=O)c1ccccc1NC(=O)COC(=O)CC1CCCCC1	1.3	12	-0.2	-26	7	4	-7	0.88	1
COc1ccc(CNc2nc(-c3cccnc3)nn2S(C)(=O)=O)cc1	0.93	6	-0.2	7	-2	-7	-2	0.94	-5
CC(C)c1cc(C(=O)Nc2cc(Br)ccc2O)no1	1.3	15	58*	-26	0	-8	2	0.85	2
COc1ccc(-c2nc(CC(=O)O)cs2)cc1OC	1.1	-4	x	-6	0	x	1	1	-7
COC(=O)c1c(N)c2ccccc2[nH]c1=O	0.98	34	-1.6	2	0	-5	-1	0.66	-3
O=C1CC(NC2CCN(C(=O)c3cccc(F)c3)CC2)C(=O)N1 (stereo not drawn)	0.87	10	-0.6	13	1	1	3	0.9	-3
Nc1c(N(CCCO)C(=O)C2CCCCC2)c(=O)[nH]c(=O)n1Cc1ccccc1	1.1	-1	-0.2	-8	-1	-7	-3	1	-4
COc1ccc(C(OCC(O)CN2CCC(O)CC2)c2ccc(OC)cc2)cc1 (stereo not drawn)	0.92	2	0.8	8	-4	-6	2	0.98	-9
C/C(=N\NC(=O)c1ccc(Br)o1)c1cc2c(cc1NC(=O)CCC(=O)O)OCO2	1.1	2	-0.2	-8	-1	6	2	0.98	-2
COc1ccc(C(=O)NC(C)C2CC3CCC2C3)c(OC)c1 (stereo not drawn)	1	-1	-1.0	0	-2	-1	-1	1	-7
CCOC(=O)c1ccc(S(=O)(=O)N2CCC(C(=O)NCc3ccccc3OC)CC2)cc1	1	-2	0.7	0	-2	-5	1	1	-5
Cc1c(NC(=O)COC(=O)c2c3c(nc4ccccc24)CCCC3)c(=O)n(-c2ccccc2)n1C	1	-2	0.1	-4	0	-12	-2	1	-8
CC(=O)N1CCC(=O)Nc2ccc([N+](=O)[O-])cc21	0.96	7	-1.3	4	5	-6	-1	0.93	-4
Cc1ccc(C(C)C)c(OC(=O)/C=C/c2ccccc2)c1	0.91	8	4.1	9	9	18	-6	0.92	-3
Cc1cc(C)n(-c2ccc(OCC(=O)O)nn2)n1	1.1	-10	1.7	-7	1	6	2	1.1	2
O=c1[nH]c2ccc(Cl)cc2c(-c2ccccc2)c1CN1CCOCC1	1.1	4	-2.0	-13	1	6	-5	0.96	1
Fc1ccc(CN2CCCCCCC2)c(F)c1	0.92	-2	2.4	8	-1	-11	-2	1	-1
CN(C)c1cc(Nc2ccc(O)cc2)c([N+](=O)[O-])c2nonc12	0.78	10	0.2	22	0	8	-3	0.9	6
COC(=O)c1sccc1NC(=O)c1cc(C)on1	0.8	2	-1.5	20	2	13	1	0.98	-1

Compound profiles, as listed above. Order of values: hIAP act, mIAP block, MPTP inh, hIAP inh, A3A deaminase, ATG4B inhibitor, MIN6 prolif, mIAP activ, A3G deaminase
`COc1ccc(C(OCC(O)CN2CCC(O)CC2)c2ccc(OC)cc2)cc1` (stereo not drawn) is listed as 0.92, 2, 0.8, 8, -4, -6, 2, 0.98, -9
`C[C@H](NC(=O)C1CC(=O)N(c2ccc3c(c2)OCCO3)C1)C(=O)N1CCCCC1` (stereo partly drawn) is listed as 0.92, 3, 0.1, 8, -1, 3, 2, 0.97, -6
`CCN(CC)S(=O)(=O)c1cc(C(=O)Nc2ccc(Cl)cn2)ccc1C` is listed as 1.1, 1, 0.4, -6, -3, -3, -3, 0.99, -7
`Cc1cc(C)n(-c2ccc(OCC(=O)O)nn2)n1` is listed as 1.1, -10, 1.7, -7, 1, 6, 2, 1.1, 2

Continuation.
SMILES	hIAP act	mIAP block	MPTP inh	hIAP inh	A3A deaminase	ATG4B inhibitor	MIN6 prolif	mIAP activ	A3G deaminase
O=C1CC(NS(=O)(=O)c2ccc(F)cc2)CN1c1ccc2c(c1)OCCO2 (stereo not drawn)	0.94	9	-0.1	6	1	-7	-3	0.91	-3
COc1ccc(OCCOC(=O)c2cccs2)cc1	1.1	0	0.4	-12	-1	-8	2	0.99	-5
C=CCS/C(N)=N\N=C\c1c(O)ccc2ccccc12	1.2	14	2.5	-19	0	-13	-6	0.86	-5
O=C(N/N=C/c1ccccn1)NC12CC3CC(CC(C3)C1)C2	0.97	10	-0.7	3	-1	-7	0	0.9	-1
COc1ccc(N(CC(=O)Nc2ccc3c(c2)OCO3)S(C)(=O)=O)c(OC)c1	1.1	-2	0.2	-6	1	-1	-2	1	-7
CCS(=O)(=O)c1ccc(O)c(NC(=O)Nc2ccccc2)c1	1.1	7	1.3	-6	4	4	0	0.93	-3
OCC1(CCOc2ccccc2)CCN(Cc2ccc3cccc(F)c3n2)CC1	0.96	4	-0.8	4	-3	-7	-3	0.96	-2
COc1ccc(C)cc1NC(=O)CSc1nc2ccccc2nc1N1CCCC1	0.87	0	-0.7	13	1	-7	-7	1	0
CN1C(=O)CC(N2CCN(C(=O)c3ccccc3)CC2)C1=O (stereo not drawn)	0.97	5	0.3	3	2	4	-2	0.95	-4
CN1CCN(C2CC(=O)N(c3ccc4c(c3)OCCO4)C2=O)CC1 (stereo not drawn)	0.75	12	-3.4	25	-2	-5	-1	0.88	-4
O=c1c2ccccc2nc(-c2ccccc2)n1Cc1ccc(Cl)cc1	0.99	0	0.8	1	0	5	0	1	-2
COc1ccc(OC)c(CNC(=O)c2cc(=O)[nH]c3ccc(S(=O)(=O)N4CCCC4)cc23)c1	0.96	3	x	4	2	x	-2	0.97	-6
CC(CN1CCN(C)CC1)OC(=O)c1cccc(Cl)c1 (stereo not drawn)	0.95	-2	0.6	5	5	0	0	1	-1
CCC(C)(NC(=O)c1ccccn1)C(=O)NC1CCCCC1 (stereo not drawn)	1.1	4	-3.5	-11	-5	-5	-1	0.96	0
O=C(c1ccccn1)N1CCN(S(=O)(=O)c2ccc(F)cc2)CC1	0.94	2	0.9	6	-5	-5	-1	0.97	-11
CSCCC(NC(=O)C1CCC(C)CC1)C(=O)Nc1ccc(NC(C)=O)cc1 (stereo not drawn)	1.1	4	-0.9	-9	-2	-2	-2	0.96	-8
CN1c2ccccc2C(C)(C)C12C=Nc1c(ccc3ccccc13)O2 (stereo not drawn)	1.2	8	3.8	-23	-6	-3	-4	0.92	18
COc1cc(C2C(C#N)=C(N)Oc3c2ccc2ccccc32)ccc1OCC(=O)Nc1ccc(C)cc1 (stereo not drawn)	0.88	16	0.4	12	3	12	-6	0.84	0
Cc1nc(C2CCCCC2)c(-c2ccccc2)c(N2CCOC2=O)c1C	1.1	-3	-0.7	-6	3	-3	-4	1	-2
CCn1c(SCC(=O)NC(C)(C)C)nnc1-c1ccccn1	1	9	2.7	-1	-17	-8	0	0.91	-6
CCOc1c(C(N)=O)c(-c2ccccc2)c2c(=O)[nH]c3ccccc3n12	0.99	-6	0.4	1	-4	-8	-3	1.1	-5
CN(C)c1cc[nH]c(=O)c1C#N	0.95	3	-2.3	5	-3	-1	2	0.97	-1
Cc1c(C(=O)O)cccc1-c1ccc(/C=C2\SC(=O)NC2=O)o1	0.95	34	0.4	5	87	1	-3	0.66	55
CN(c1ccc(C(=O)NC2CCCC2)cc1)S(=O)(=O)c1ccc(Cl)cc1	1.2	2	0.0	-15	-3	2	-1	0.98	-6
COC(=O)Cn1c2c(c3cc(C)ccc31)CCCC2	0.94	2	-0.2	6	-2	-12	0	0.97	-3
CC(C)OC(=O)c1cn(-c2ccccc2)nc1-c1ccco1	0.95	2	-0.6	5	1	19	-3	0.98	-1
O=C(O)C1C2C=CC(O2)C1C(=O)Nc1ccc(S(=O)(=O)N2CCc3ccccc32)cc1 (stereo not drawn)	1	-1	-1.2	0	2	0	-1	1	-4
O=C(O)c1ccc(CSc2ncn[nH]2)cc1	1	5	-1.6	-1	-3	6	-4	0.95	-5
COC(=O)NC1CSCC1OC(=O)CN1C(=O)c2ccccc2C1=O (stereo not drawn)	1.2	-4	21	-22	-5	-9	-1	1	1
O=C(Cn1cnc2c(nnn2Cc2ccc(Cl)cc2)c1=O)OCc1ccccc1	0.87	8	0.8	13	-2	-8	-1	0.92	-10
O=C(CCc1nnc2ccc(N3CCC4(CC3)OCCO4)nn12)Nc1ccc(F)cc1	0.97	2	-0.8	3	-1	5	4	0.98	-3
CC1(C)C2(C#N)C(N)=NC3(OCCO3)C12C#N (stereo not drawn)	0.99	4	2.4	1	-2	5	-3	0.96	-2
